Anthrax LF inh2 = anthrax lethal factor protease inhibition; actives 0.12% (n = 360,000); multiplex microsphere protease cleavage assay, LF; AID 588501; P15917; inhibition, % at 10 µM; note: plate controls were buffer without enzyme for full effect and enzyme alone for no effect
Target sequence (P15917 whole entry, looked up): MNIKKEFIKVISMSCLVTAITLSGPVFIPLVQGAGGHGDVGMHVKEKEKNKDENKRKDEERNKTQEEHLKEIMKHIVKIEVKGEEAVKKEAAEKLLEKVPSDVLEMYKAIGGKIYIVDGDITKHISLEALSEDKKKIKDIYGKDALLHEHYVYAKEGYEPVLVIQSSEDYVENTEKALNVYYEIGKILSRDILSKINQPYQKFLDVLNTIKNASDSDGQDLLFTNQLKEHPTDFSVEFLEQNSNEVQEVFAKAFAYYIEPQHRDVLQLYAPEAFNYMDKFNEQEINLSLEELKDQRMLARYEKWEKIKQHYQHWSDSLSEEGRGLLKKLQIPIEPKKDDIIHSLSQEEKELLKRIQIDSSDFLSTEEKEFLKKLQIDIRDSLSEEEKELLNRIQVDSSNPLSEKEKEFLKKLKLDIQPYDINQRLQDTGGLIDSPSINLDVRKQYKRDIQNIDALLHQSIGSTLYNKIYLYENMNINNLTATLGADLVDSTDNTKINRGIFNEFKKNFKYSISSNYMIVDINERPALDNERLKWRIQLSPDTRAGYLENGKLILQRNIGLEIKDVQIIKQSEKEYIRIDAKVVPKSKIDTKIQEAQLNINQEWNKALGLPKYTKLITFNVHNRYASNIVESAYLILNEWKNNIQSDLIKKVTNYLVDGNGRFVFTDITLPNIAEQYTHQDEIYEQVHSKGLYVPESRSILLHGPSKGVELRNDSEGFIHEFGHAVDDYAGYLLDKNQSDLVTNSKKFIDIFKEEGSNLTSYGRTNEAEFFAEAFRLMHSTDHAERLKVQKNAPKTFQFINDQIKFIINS
GDH-TPI inh = counter-screen for M. tuberculosis FBA inhibitors: GDH-TPI coupled enzymes | GDH-TPI coupled enzyme counterscreen, NADH absorbance | inhibition, % at 4.8 µM | actives 1.2% (n = 360,000); in the data active = inhibition above about 30%;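 note: 0% = DMSO wells and 100% = wells lacking the enzyme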
PfHsp40 yeast = restores yeast growth despite PfHsp40 toxicity; S. cerevisiae expressing PfHsp40, growth rescue, ATP luminescence; growth rescue, % at 12.5 µM; actives 0.68% (n = 340,000); in the data active = growth rescue above about 28%, passing the limit was not always enough; inconclusive = no clear call, values can overlap the other calls;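 note: yeast W303a lacking pdr1 and pdr3 grown in galactose medium; growth measured after three days at 30 °C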
UGM FP inh = blocks M. tuberculosis UGM enzyme; P9WIQ1; purified UGM, fluorescence polarization probe displacement; inhibition, % at 10 µM; actives 0.06% (n = 320,000); AID 504406; in the data active = inhibition above about 10%, passing the limit was not always enough; inconclusive = no clear call, values can overlap the other calls
FBA Mtb inh = Mtb fructose-bisphosphate aldolase inhibition | P9WQA3 | purified M. tuberculosis FBA, fluorescence read-out | inhibition, % at 1 µM | actives 2.3% (n = 360,000) | AID 588726; in the data active = inhibition above about 27%;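 note: 0% = vehicle and 100% = reference inhibitor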
FadD28 binding = blocks FadD28 binding to the bisubstrate probe | fluorescence polarization | inhibition, % at 12.5 µM | actives 0.22% (n = 360,000) | AID 588549; in the data active = inhibition above about 8.5%, passing the limit was not always enough; inconclusive = no clear call, values can overlap the other calls
BoNT-A LC inh2 = BoNT A light chain protease inhibition | multiplex microsphere protease substrate cleavage, flow cytometry | inhibition, % at 10 µM | actives 0.17% (n = 360,000); note: plate controls were buffer without enzyme for full effect and enzyme alone for no effect
BoNT-F LC inh = inhibitors of Botulinum neurotoxin F light chain protease; Multiplex microsphere protease cleavage assay, flow cytometry; inhibition, % at 10 µM; actives 0.22% (n = 360,000); AID 588497; in the data active = inhibition above about 35%, passing the limit was not always enough; inconclusive = no clear call, values can overlap the other calls; note: plate controls were buffer without enzyme for full effect and enzyme alone for no effect
Mtb BioA inh = inhibitors of Mycobacterium tuberculosis BioA enzyme | purified M. tuberculosis BioA enzyme, plate reader | inhibition, % at 9.99 µM | actives 0.096% (n = 360,000) | AID 602481; in the data active = inhibition above about 40%; inconclusive = no clear call, values can overlap the other calls
An asterisk follows results filed as active; ? = inconclusive; . = no result given. Cut-off read from the data, not from the text of the source, unless noted: active = inhibition above about 30%; inconclusive = no clear call, values can overlap the other calls; inactive = below that.

SMILES | Anthrax LF inh2 | GDH-TPI inh | PfHsp40 yeast | UGM FP inh | FBA Mtb inh | FadD28 binding | BoNT-A LC inh2 | BoNT-F LC inh | Mtb BioA inh
CC[C@H]1CN2CCC1C[C@H]2[C@H](O)c1ccnc2ccc(OC)cc12 (some centres not stated) | 8 | 2 | -1.3 | 1.0 | 12 | -0.8 | -0.4 | -3 | -1.4
COc1ccc(-c2n[nH]c3c2CN(C(=O)c2ccc(F)cc2)CC3)cc1 | 0 | 6 | -1.0 | 2.6 | -3 | 0.1 | 0.7 | -2 | 5.2
C=CCn1c(SCC(=O)Nc2ccc(F)cc2F)nnc1-c1cnccn1 | -1 | -1 | -0.6 | -0.8 | -7 | -2.9 | -0.7 | 8 | 2.6
O=S(=O)(c1cccc2nsnc12)N1CCN(C/C=C\c2ccccc2)CC1 | -6 | 13 | 1.4 | 3.4 | 2 | -0.2 | -0.9 | -1 | -1.0
Cc1c(Br)c(C(F)(F)F)nn1CC(=O)N(C)C1CCCCC1 | -4 | 8 | -0.5 | -1.1 | -3 | -5.2 | 0.9 | 9 | 1.0
COc1ccc(NC(=O)CN(C)C(=O)c2cccc(S(=O)(=O)N3CC4(C)CC3CC(C)(C)C4)c2)cc1 (configuration not stated) | . | 5 | 7.1 | 4.0 | -3 | -5.8 | . | . | 2.7
NS(=O)(=O)c1cc2c(cc1Cl)NC(C1C[C@H]3C=C[C@@H]1C3)NS2(=O)=O (some centres not stated) | -7 | 8 | -0.5 | 1.9 | 3 | -1.5 | 0.1 | 3 | 0.4
COC(=O)CSc1nnc2c3c4c(sc3nc(-n3nc(C)cc3C)n12)COC(C)(C)C4 | 4 | 16 | 2.1 | 1.2 | 12 | -2.2 | -0.3 | ? | -1.1
COc1ccc(C#Cc2c(-c3ccc(OC)cc3)oc3ccc(-c4ccc5c(c4)OCO5)cc23)cc1 | 1 | 6 | 0.7 | 0.3 | -1 | -2.3 | -0.1 | -1 | -1.9
O=C(OCC(=O)c1ccccc1Cl)c1cnccn1 | -1 | -3 | 0.5 | 1.3 | 0 | -1.4 | 0.1 | -3 | 1.2
CCOc1cc(/C=N/NC(=O)c2nnn(-c3nonc3N)c2C)ccc1OCc1cccc(F)c1 | -2 | 1 | 6.7 | 2.8 | 4 | -0.9 | -1.2 | 7 | -2.4
N#CC1=C(SCC(N)=O)NC(=O)CC1c1cccc2ccccc12 (configuration not stated) | 1 | 19 | -0.7 | . | -2 | 0.2 | 0.1 | 0 | -1.3
O=S1(=O)c2ccc(Br)cc2OC(COCc2ccccc2)CN1Cc1ccccc1 (configuration not stated) | -7 | 3 | -0.5 | . | -1 | -1.0 | -0.5 | -6 | -0.5
CCn1c(O)c(C#N)c(C)cc1=O | . | 21 | -0.5 | 0.0 | 1 | -1.2 | . | . | -1.7
O=C1[C@H]2[C@@H](C3CC3)N3C(=O)CN(Cc4ccccn4)C(=O)[C@@]3(Cc3ccccc3)[C@H]2C(=O)N1c1ccccc1 | -6 | 6 | -1.5 | 0.9 | 4 | -1.9 | 0.3 | -10 | -0.1
COC(=O)c1ccccc1S(=O)(=O)N(CCCO)Cc1cc2c(C)ccc(C)c2[nH]c1=O | -6 | 13 | -2.5 | . | 9 | -0.6 | -0.6 | 2 | .
Cc1cccc(C(=O)Oc2ccc(/C=N/NC(=O)c3ccncc3)cc2)c1 | 8 | 6 | 1.3 | 0.3 | 2 | -0.3 | -0.2 | 3 | .
CCOC(=O)c1sc(NC(=O)CSC(=S)N2CCOCC2)nc1C | -3 | 8 | -1.4 | -0.3 | -3 | -3.9 | -2.7 | ? | -2.8
CCn1cc(/C=C(\NC(=O)c2ccc(OC)c(OC)c2)C(=O)N2CCN(C)CC2)c2ccccc21 | -2 | 27 | 0.9 | 1.4 | -2 | -3.7 | 0.6 | 2 | -1.9
c1ccc(Cn2c3ccccc3c3nnc(SCCN4CCCCC4)nc32)cc1 | 2 | 5 | . | 1.9 | -1 | -5.2 | 2.8 | ? | 10
COc1ccc2[nH]c(C)c(CN3CCCCC3)c(=O)c2c1 | 1 | -5 | 0.7 | 1.7 | 10 | -1.7 | -0.8 | -11 | .
NS(=O)(=O)c1ccc(NC(=S)NCc2ccc3c(c2)OCO3)cc1 | 0 | -6 | -1.5 | 0.4 | 1 | -0.1 | 0.7 | 4 | .
Cc1ccccc1C(=O)NCC(=O)OC(C)C(=O)Nc1ccnn1C(C)C (configuration not stated) | . | -5 | -0.6 | 2.1 | -2 | -3.4 | . | . | 0.2
O=C(NCc1cccnc1)c1ccc(Cl)c(S(=O)(=O)Nc2ccccc2C(=O)NCc2cccnc2)c1 | -3 | -4 | -0.7 | -0.5 | -1 | -5.0 | -1.4 | -3 | 0.0
CCCCCC(=O)N/N=C/c1ccccc1[N+](=O)[O-] | -4 | -4 | -0.1 | 2.1 | 0 | -3.0 | -0.1 | -1 | .
CCn1nc(C)c(Br)c1C(=O)Sc1ccccc1Cl | . | -9 | -2.0 | 1.3 | -4 | -3.9 | . | . | 0.6
Cc1cccc(Cn2nnc3ccccc32)c1O | -5 | -9 | 3.6 | -0.2 | 1 | -3.7 | -0.4 | -1 | -0.4
CC(OC(=O)CNC(=O)c1ccco1)C(=O)N(C)c1ccccc1 (configuration not stated) | -2 | 1 | -2.1 | 0.0 | 1 | -2.9 | -0.2 | 2 | .
O=C(/C=C/c1ccccc1)NCCS(=O)(=O)N1CCN(c2ccc(F)cc2)CC1 | -5 | 0 | 1.5 | -0.3 | -2 | -2.2 | -9.4 | -14 | .
O=[N+]([O-])c1cc(/C=N/Nc2nc(N3CCOCC3)nc(N3CCOCC3)n2)ccc1Cl | -2 | 5 | -1.6 | -0.8 | -4 | -1.0 | -0.2 | 0 | .
COc1ccc(S(=O)(=O)N(C)CC(=O)NCCC2=CCCCC2)cc1C | -2 | -15 | 0.7 | 0.3 | 0 | -3.5 | -0.6 | -6 | -2.4
Cc1cc(C)nc(NNC2=CC(=[N+]3CCCCC3)CC(C)(C)C2)n1 | 4 | 10 | -0.5 | 0.1 | 5 | -1.2 | -0.8 | 1 | .
CCc1ccc(CN2CCSCC2)cc1 | 7 | -3 | 0.1 | 1.5 | 0 | -4.1 | -3.7 | ? | -2.3
COCCNC(=O)Cn1cc(/C=C(\C#N)C(=O)NC2CC2)c2ccccc21 | -2 | 18 | 1.0 | 1.1 | 1 | -0.9 | -0.7 | -36 | .
COc1ccc(CCNC(=O)COC(=O)/C=C/c2cc(OC)c(OC)c(OC)c2)cc1OC | 2 | 10 | -0.1 | -1.3 | 7 | -0.2 | -0.3 | -1 | 0.9
O=C(CNC(=O)c1ccncc1)N/N=C/c1ccccc1[N+](=O)[O-] | -2 | 10 | 0.5 | 2.3 | 1 | 0.1 | -0.3 | -12 | .
O=C(Nc1ccc2oc(-c3ccccc3F)nc2c1)c1cncc(Br)c1 | -12 | 11 | 0.2 | -2.1 | 1 | -0.6 | 0.2 | 13 | 0.5
Cn1c(SCc2ccc(Cl)cc2Cl)nc(C(F)(F)F)cc1=O | -4 | 8 | -0.2 | 1.2 | 1 | -1.0 | 0.6 | -1 | -1.0
Cc1ccc(C)c(S(=O)(=O)N2CCN(C(=O)Cc3sc(C)nc3-c3ccc(F)cc3)CC2)c1 | -2 | 14 | 1.3 | . | 4 | -0.8 | -2.7 | -4 | -1.3
O=C(NCCc1ccc(S(=O)(=O)N2CCCC2)cc1)c1cccs1 | 0 | -4 | -0.3 | 0.7 | 0 | -2.2 | -0.2 | -6 | 1.4

The closing 4 compounds of the part before are carried over, then new ones follow:
SMILES | Anthrax LF inh2 | GDH-TPI inh | PfHsp40 yeast | UGM FP inh | FBA Mtb inh | FadD28 binding | BoNT-A LC inh2 | BoNT-F LC inh | Mtb BioA inh
O=C(Nc1ccc2oc(-c3ccccc3F)nc2c1)c1cncc(Br)c1 | -12 | 11 | 0.2 | -2.1 | 1 | -0.6 | 0.2 | 13 | 0.5
Cn1c(SCc2ccc(Cl)cc2Cl)nc(C(F)(F)F)cc1=O | -4 | 8 | -0.2 | 1.2 | 1 | -1.0 | 0.6 | -1 | -1.0
Cc1ccc(C)c(S(=O)(=O)N2CCN(C(=O)Cc3sc(C)nc3-c3ccc(F)cc3)CC2)c1 | -2 | 14 | 1.3 | . | 4 | -0.8 | -2.7 | -4 | -1.3
O=C(NCCc1ccc(S(=O)(=O)N2CCCC2)cc1)c1cccs1 | 0 | -4 | -0.3 | 0.7 | 0 | -2.2 | -0.2 | -6 | 1.4
Cc1noc(C)c1COc1cccc(C(=O)NCCc2c[nH]c3ccccc23)c1 | 0 | -7 | 5.1 | 0.2 | -4 | -2.4 | 0.4 | 3 | .
Cc1cc(C(=O)Nc2nc(-c3ccccn3)cs2)ccc1[N+](=O)[O-] | -8 | 8 | 73* | 1.3 | -1 | -2.2 | -1.5 | -10 | .
CCN(c1ccc(N=Cc2c(O)n(Cc3ccc(OC)cc3)c(=O)c3ccccc23)cc1)C(C)C | 13 | -2 | 1.8 | . | -1 | 4.6 | 37* | 52* | .
CC(=O)N1CCN(c2ccc(NC(=O)c3ccc(Cl)cc3)cc2)CC1 | -9 | -1 | -0.4 | 0.0 | 1 | 0.0 | -6.5 | -18 | -0.6
CCCCOC(=O)Oc1ccc2c(=O)c(Oc3cccc(C)c3)coc2c1 | -1 | 1 | 1.3 | -0.8 | 16 | 0.2 | -0.4 | -5 | .
Cc1cc(C)cc(NC(=O)CN(C)S(=O)(=O)c2cccc3nsnc23)c1 | -5 | 7 | -0.9 | -1.2 | -5 | -1.7 | 0.2 | -29 | -0.3
O=c1[nH][nH]cc1C=Nc1ccc(Oc2ccccc2)cc1 | 0 | 16 | 0.5 | -4.7 | 2 | -0.8 | 0.8 | 3 | .
COc1ccc(NS(=O)(=O)c2ccc3c(c2)oc(=O)n3C)cc1Cl | -3 | 9 | 0.0 | 0.1 | 0 | -0.9 | 0.1 | -7 | 0.7
CCCCCC(=O)N/N=C/c1ccc([N+](=O)[O-])o1 | -3 | 11 | 2.9 | -4.0 | 6 | 1.3 | 0.4 | -16 | .
COc1ccc(OC)c(-c2csc(NC(=O)C3COc4ccccc4O3)n2)c1 (configuration not stated) | 8 | 1 | 5.5 | 0.0 | -1 | -1.0 | -0.3 | -2 | .
CC(/C=C1\SC(=S)N(NS(=O)(=O)c2ccc(C)cc2)C1=O)=C\c1ccccc1 | -7 | 15 | ? | -2.1 | -1 | 11* | -0.3 | -3 | -1.6
CC(=O)Nc1ccc(-c2cc(-c3ccc(NC(C)=O)cc3)nc(-c3ccc(NC(C)=O)cc3)n2)cc1 | -5 | 17 | 0.2 | 2.0 | 23 | -4.7 | -1.7 | -8 | -0.3
O=S(=O)(Cc1cc(-c2ccccc2Cl)no1)c1ccccc1 | 2 | -8 | 3.3 | -1.7 | 0 | -2.5 | 0.0 | -3 | -0.8
O=C(COC(=O)c1ccccc1NCCO)Nc1cc(C(F)(F)F)ccc1N1CCOCC1 | 1 | 4 | 1.5 | -7.8 | 70* | -0.3 | -0.7 | 1 | 4.5
Cc1ccccc1NS(=O)(=O)c1ccc2[nH]cc(C(=O)N(C)Cc3ccco3)c(=O)c2c1 | -1 | -2 | -0.8 | 1.2 | 5 | -8.5 | 0.4 | -7 | 0.7
O=C1C2CC=CCC2C(=O)N1c1ccc(NCCc2ccc(O)cc2)c([N+](=O)[O-])c1 (configuration not stated) | 0 | 6 | 0.0 | 0.7 | -5 | ? | -0.3 | -3 | .
O=S(=O)(c1ccccc1)[C@@]1(c2ccccc2)C[C@@H]2ON=C(c3cccc(Br)c3)[C@@H]2C1 | -4 | 1 | 0.4 | 1.2 | 3 | -1.0 | -0.9 | -1 | -0.4
CC(=O)Nc1ccc2c(CSc3nnc(N)s3)cc(=O)oc2c1 | 2 | 42* | 0.6 | -1.0 | 27* | -0.4 | 1.9 | 8 | .
CSc1ccc(-c2cc3c(c4c2ccn4C)C2CCC3O2)cc1 (configuration not stated) | -6 | . | . | . | 101* | 7.4 | -1.5 | -14 | -1.0

Assay outcomes from PubChem BioAssay.
